High-throughput results (PubChem)
POLH inh = blocks human DNA polymerase eta activity; Q9Y253; recombinant Pol eta, fluorescent DNA replication assay; Potency, µM (titrated, usually from 114 µM), inactives show at the highest dose activity change, negative = inhibition, usual class: inhibitors; 390,000 tested, 1.2% active; further: potency means the concentration at half of the fitted maximal effect; on the % scale 0 is the no-effect control and ±100 the full control effect
Target sequence (Q9Y253 whole entry, looked up): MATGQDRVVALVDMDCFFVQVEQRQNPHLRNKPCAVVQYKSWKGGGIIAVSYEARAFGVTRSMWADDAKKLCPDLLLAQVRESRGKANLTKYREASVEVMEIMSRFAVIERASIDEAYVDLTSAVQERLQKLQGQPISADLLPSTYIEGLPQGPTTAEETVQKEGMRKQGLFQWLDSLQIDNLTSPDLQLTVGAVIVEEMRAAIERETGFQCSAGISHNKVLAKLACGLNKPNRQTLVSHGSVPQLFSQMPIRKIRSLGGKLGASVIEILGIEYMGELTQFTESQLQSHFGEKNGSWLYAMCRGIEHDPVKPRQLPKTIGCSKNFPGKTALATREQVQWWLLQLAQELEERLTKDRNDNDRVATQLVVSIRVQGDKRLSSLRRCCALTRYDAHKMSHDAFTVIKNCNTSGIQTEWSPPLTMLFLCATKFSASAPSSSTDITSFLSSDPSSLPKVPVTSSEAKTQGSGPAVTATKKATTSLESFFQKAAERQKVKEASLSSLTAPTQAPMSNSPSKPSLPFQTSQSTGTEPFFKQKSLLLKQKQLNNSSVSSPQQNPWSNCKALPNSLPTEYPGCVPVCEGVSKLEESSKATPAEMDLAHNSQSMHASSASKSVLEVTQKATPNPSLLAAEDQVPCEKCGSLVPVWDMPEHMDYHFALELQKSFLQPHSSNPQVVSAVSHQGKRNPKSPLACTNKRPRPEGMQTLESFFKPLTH
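Fluorescent replication assay: 50 nM final substrate added after a 15 min room-temperature compound preincubation with 10 nM enzyme. Signal taken at 0 min and again at 10 min.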
Pol kappa inh = DNA polymerase kappa (human) inhibition; Q9UBT6; Potency, µM (doses to about 107 µM), for the others: top-dose activity, negative = inhibition, hits mostly inhibitors; purified Pol kappa, fluorescent DNA synthesis assay, 10 min; 400,000 tested, 0.53% active; further: potency means the concentration at half of the fitted maximal effect; on the % scale 0 is the no-effect control and ±100 the full control effect
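10 nM Pol kappa was preincubated with compounds for 15 min at room temperature. Reaction started with 50 nM (final) substrate. Fluorescence read kinetically at 0 and 10 min.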
LDHA block = LDHA (human) enzyme inhibition; purified LDHA, NADH/diaphorase-resazurin fluorescence; stronger effect = lower value; 480,000 tested, 0.15% active; AID 1347041; activity change, % (values are at about 110 or 230 µM); in the data active means activity change below about -30%; inconclusive means mostly about -25% to -30%;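 further: plate controls were DMSO wells for no effect and wells without enzyme for full effect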
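Human LDH5 at 2 nM final in Tris HCl pH 7.4 with 0.06 mM NADH and 0.2 mM pyruvate, reacted 5 minutes at room temperature. Remaining NADH coupled via diaphorase/resazurin; resorufin fluorescence read at 0 and 20 minutes, normalized to enzyme-free and DMSO wells.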
Pol beta inh = DNA polymerase beta (human) inhibition; Pol beta primer extension/strand displacement, fluorescence kinetic; Potency, µM (highest dose often 114 µM), for the others: top-dose activity change, negative = inhibition, hits mostly inhibitors; 340,000 tested, 1.3% active; further: potency means the concentration at half of the fitted maximal effect; on the % scale 0 is the no-effect control and ±100 the full control effect
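Kinetic readout of DNA synthesis with strand displacement by Pol beta. Compound and 10 nM enzyme sit 15 min at room temperature; 50 nM substrate starts the reaction, read immediately and at 10 min.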
BLM inh = blocks DNA unwinding by human BLM helicase; P54132; recombinant BLM DNA unwinding, fluorescence dequenching; Potency, µM (titrated, usually from 56.1 µM), without a hit: at the highest dose activity change, negative = inhibition, most hits filed as inhibitors; 350,000 tested, 0.2% active;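 further: potency means the concentration at half of the fitted maximal effect; plate controls were vehicle for no effect and no enzyme for full effect; nearly all actives have a fitted effect of over 35% in size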
APE1 inh = APE1 (human) endonuclease inhibition | AID 2517 | recombinant APE1, TAMRA/BHQ-2 abasic DNA cleavage fluorescence | Potency, µM (highest dose often 65.8 µM), for inactives: top-dose activity change, negative = inhibition, actives largely listed as inhibitors | P27695 | 350,000 tested, 0.35% active;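 further: potency means the concentration at half of the fitted maximal effect; plate controls were vehicle for no effect and reference inhibitor for full effect; nearly all actives have a fitted effect of over 55% in size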
Target sequence (P27695 whole entry, looked up): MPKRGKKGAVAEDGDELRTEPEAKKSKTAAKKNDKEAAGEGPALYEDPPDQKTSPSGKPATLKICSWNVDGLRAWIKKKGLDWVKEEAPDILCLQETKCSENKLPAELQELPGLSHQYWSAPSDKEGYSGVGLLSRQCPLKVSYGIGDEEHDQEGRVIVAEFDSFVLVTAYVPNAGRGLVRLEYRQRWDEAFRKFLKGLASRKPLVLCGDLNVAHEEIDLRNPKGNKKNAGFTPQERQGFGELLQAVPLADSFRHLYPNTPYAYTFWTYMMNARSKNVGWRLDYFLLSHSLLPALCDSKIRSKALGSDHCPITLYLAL
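APE1 at 0.75 nM final was preincubated with compound 15 min at room temperature, then 50 nM double-stranded THF abasic-site substrate (5'-TAMRA/3'-BHQ-2) was added. Fluorescence (ex 525/em 598 nm) was read kinetically; third-minus-first read gave activity.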
Pol iota inh = inhibitors of human DNA polymerase iota; Pol iota fluorescent replication assay, 10 min; Potency, µM (series often up to 115 µM), inactives show top-dose activity, negative = inhibition, usual class: inhibitors; 390,000 tested, 1% active; further: potency means the concentration at half of the fitted maximal effect
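Fluorescent replication assay read twice, at 0 min and 10 min after adding 50 nM (final) substrate. Enzyme (10 nM) and compounds were first incubated 15 min at room temperature; enzyme-free buffer wells were negative controls.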
Apoferritin bind = binds horse apoferritin like a general anesthetic. P02791. apoferritin/1-aminoanthracene competitive binding, fluorescence. Potency, µM (titrated, usually from 77.5 µM), inactives show top-dose activity change, negative = displacement, hits mostly inhibitors. 350,000 tested, 0.074% active; further: potency means the concentration at half of the fitted maximal effect; on the % scale 0 is the no-effect control and ±100 the full control effect; nearly all actives have a fitted effect of over 20% in size
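Probe: 1-aminoanthracene (50% saturated, PBS). Protein: horse-spleen apoferritin, 10 uM. Incubation: 10 min, room temperature. Detection: 380 nm excitation, 535 nm emission. Analysis: normalized response, four-parameter Hill.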
Glioma ERSR ind = induces the endoplasmic reticulum stress response in human glioma cells | U87-MG GRP78 promoter luciferase reporter, 16 h | Potency, µM, for inactives: top-dose activation, actives largely listed as activators | 420,000 tested, 0.02% active | AID 602332; further: potency means the concentration at half of the fitted maximal effect; series mostly up to about 76 µM; % of control where 0% means no effect; nearly all actives have a fitted effect of over 35% in size
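ERSR induction read as luciferase luminescence (Bright-Glo, 10 min at room temperature) in stably transfected human U87-MG glioma cells exposed to compounds for 16 h, using GRP78 as sensor.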
An asterisk follows results filed as active; ? = inconclusive; · = no result given; & = joins results of further samples; [ ] = another dose, or the depositor's remark. Unless noted, the call rests on the fitted dose curve; in most records, active means well fitted curve in the direction sought with a large enough effect; inconclusive means small, poorly fitted or top-dose-only effect, or another doubt; inactive means no such curve, though single readings can be large; an effect the other way counts as inactive or inconclusive. These rows are one share of the data (hit frequency here may not be typical).

SMILES	POLH inh	Pol kappa inh	LDHA block	Pol beta inh	BLM inh	APE1 inh	Pol iota inh	Apoferritin bind	Glioma ERSR ind
Cc1cc(C)cc(C(=O)NC(CC(N)=O)c2ccc(NC3CCCCCCC3)c([N+](=O)[O-])c2)c1 (centres undefined)	-21%	-1%	-1	25%	1%	-13%	-8%	-13%	-6%
CCO/C=C1\C(=O)N(CC)c2ccccc21	8%	-2%	-5	29%	-8%	18%	14%	-6%	-7%
CCOc1ccc2nc(SCC(=O)NC3CCCCC3)[nH]c2c1	-22%	0%	-3	1%	0%	11%	35%[activator]	148%[activator]	-3%
Cc1ccc(C)c(N2CCN(Cc3nnc(-c4ccc5c(c4)OCO5)o3)CC2)c1	-8%	0%	-4	0%	-2%	·	-3%	-16%	1%
CCOC(=O)CSc1nnc(C)c(=O)[nH]1	-3%	1%	-6	?	-3%	-4%	-4%	-5%	-2%
CC(=O)n1nc(-c2ccco2)nc1SCc1ccccc1	-4%	-21%	-2	-2%	-5%	-1%	?	?	1%
CCN(CC)S(=O)(=O)c1cccc(-c2nnc(SCC(=O)NCCC3=CCCCC3)n2N)c1	?	-8%	-2	13%	-4%	-3%	7%	-22%	-2%
COC(=O)[C@H](CC(C)C)N(Cc1ccccc1)S(=O)(=O)N(Cc1ccc(OC)cc1)[C@@H](CC(C)C)C(=O)OC	-26%	2%&4%	2	·	·	1%	23%&18%	·	0%&-3%
O=C(COC(=O)CNC(=O)c1cccc([N+](=O)[O-])c1)Nc1cccc(S(=O)(=O)N2CCCC2)c1	-6%	-21%	-3	-3%	1%	-3%	4%	-5%	-4%
OC1CCCC1	-2%	14%	-4	·	·	4%&22%	-4%	·	-2%
COc1ccccc1C=NN=Cc1ccccc1OC	-19%	?	0	·	·	·	-72%	·	7%
O=C(CN1C(=O)COc2ccccc21)Nc1ccc(F)cc1	-24%	-8%	10	-3%	-1%	-4%	25%	-22%	6%
CCN(CCn1cccn1)C(=O)c1cc(COc2ccccc2SC)on1	-4%	-2%	-4	7%	-1%	-15%	18%	?	0%
CC(Sc1nccn1C)C(=O)c1c(N)n(C)c(=O)n(C)c1=O (centres undefined)	4%	-2%	-9	·	·	6%	15%	·	-3%
COC(=O)c1cccc(NC(=O)/C=C/c2cccc([N+](=O)[O-])c2)c1	-11%	-12%	-13	16%	-3%	1%	9%	-16%	1%
CC1CCCC(C)N1C(=O)CSc1nc2ccccc2c(=O)[nH]1 (centres undefined)	-16%	-4%	-4	0%	-8%	-8%	24%	-20%	2%
COc1ccc(CCNc2nc(-c3sc(C)nc3C)cs2)cc1OC	-13%	-3%	-7	0%	-15%	-5%	11%	-18%	1%
Cc1cc(NC(=O)c2ccc(Cl)cc2)n(CCOC(=O)c2ccc(Cl)cc2)n1	-19%	-3%	-4	-17%	3%	-4%	-17%	-19%	-1%
CC1CCCCC1NC(=O)CN1c2cccc3cccc(c23)S1(=O)=O (centres undefined)	4%	-2%	14	·	·	26%	15%	·	-4%
Cc1ccc(C(=O)OCC(=O)N2CCC(Cc3ccccc3)CC2)cc1N	-6%	5%	0	-1%	-1%	-5%	17%	-6%	-1%
COC(=O)[C@]1(C)N[C@H](CN(C)C(=O)c2ccc(F)cc2)[C@@H]2C(=O)N(Cc3ccccc3)C(=O)[C@@H]21	-13%	0%	-3	·	·	3%	-1%	·	-6%
COc1ccc(OCC(=O)OCC(=O)NC2CC2)cc1	-5%	15%	3	·	·	-4%	-6%	·	-4%
CCOC(=O)c1cc(-c2ccc(OC)cc2)nc2c1c(C)nn2CCC(N)=S	-3%	-14%	-3	-30%	-8%	?	7%	?	-3%
O=C(CCN1C(=O)/C(=C/c2ccccc2Cl)SC1=S)N1CCCC1	-3%	3%	-6	-5%	-6%	0%	-5%	-5%	-4%
Cc1ccc(NC(=O)c2ccc(S(=O)(=O)N3CCCCC3)cc2)cc1	-9%	-10%	-15	9%	-4%	3%	?	-14%	-5%
COc1ccc(OCC(=O)Nc2ccc3c(c2)nc(CCn2ccccc2=O)n3C)cc1	-5%	-31%	3	?	-3%	51%[activator]	56µM*	-11%	-5%
Cc1ccccc1OCC(=O)N/N=C/c1cn(Cc2ccccc2)c2ccccc12	-19%	-15%	-2	0%	4%	0%	190%[activator]	-8%	-4%
CCc1nnc(NC(=O)CSCc2cc(=O)n3nc(C)sc3n2)s1	-5%	4%	-3	-10%	2%	26%	18%	1%	6%
Cc1ccc2occ(CC(=O)N3CCN(c4cccc(Cl)c4)CC3)c2c1	-16%	-1%	5	-20%	-6%	·	?	68%[activator]	-2%
COc1ccc(Cc2nnc(SCC(=O)Nc3ccccc3C#N)o2)cc1	-3%	-8%	-6	-3%	-1%	40%	12%	-4%	-4%

Given with two lines to a compound: part of the list above.
Every second line gives: POLH inh	Pol kappa inh	LDHA block	Pol beta inh	BLM inh	APE1 inh	Pol iota inh	Apoferritin bind	Glioma ERSR ind
COC(=O)[C@]1(C)N[C@H](CN(C)C(=O)c2ccc(F)cc2)[C@@H]2C(=O)N(Cc3ccccc3)C(=O)[C@@H]21
    -13%	0%	-3	·	·	3%	-1%	·	-6%
CCOC(=O)c1cc(-c2ccc(OC)cc2)nc2c1c(C)nn2CCC(N)=S
    -3%	-14%	-3	-30%	-8%	?	7%	?	-3%
CCc1nnc(NC(=O)CSCc2cc(=O)n3nc(C)sc3n2)s1
    -5%	4%	-3	-10%	2%	26%	18%	1%	6%

Next part.
SMILES	POLH inh	Pol kappa inh	LDHA block	Pol beta inh	BLM inh	APE1 inh	Pol iota inh	Apoferritin bind	Glioma ERSR ind
CCC(Oc1ccccc1)C(=O)Nc1cc(C)on1 (centres undefined)	2%	-11%	-10	-19%	0%	-2%	-5%	-2%	4%
COc1ccc(S(=O)(=O)N(C)c2ccc(C(=O)N3CCCC3)cc2)cc1	-7%	-10%	-2	3%	-1%	1%	58%[activator]	-8%	-5%
Cc1noc(C)c1C(=O)OC(C)C(=O)Nc1ccc2c(c1)OCO2 (centres undefined)	5%	4%	2	·	·	7%	45%[activator]	·	-1%
CC1CCCN(S(=O)(=O)c2cc3c(cc2Cl)NC(=O)CO3)C1 (centres undefined)	-4%	-2%	-6	14%	-2%	·	-3%	-2%	-4%
CCOC(=O)C1CCN(C(=O)CSc2c3c(nc4ccccc24)CCC3)CC1	-14%	-3%	-2	1%	1%	6%	62%[activator]	-14%	-2%
O=C(O)c1ccccc1C(=O)NNc1cccc(Cl)n1	-15%	-5%	1	-25%	-4%	2%	72%[activator]	-23%	10%
Cc1cccc(C(=O)N2CCCCCC2)c1[N+](=O)[O-]	-15%	0%	-12	-1%	0%	0%	14%	?	-2%
N#Cc1c(N2C(=O)Nc3ccccc3N2O)sc2c1CCCCCC2	-6%	-12%	-5	-2%	3%	10%	19%	-7%	1%
Cc1cc(OCC(=O)NCCCN2CCCC2=O)c2c(C)c(C)c(=O)oc2c1	-14%	4%	-2&15	22%	3%	37%	28%	-2%	-1%
O=C(CN1C(=O)C2CC=CCC2C1=O)N1CCN(S(=O)(=O)c2ccccc2)CC1 (centres undefined)	-20%	3%	-1	·	·	17%	-1%	·	-2%

Only Pol kappa inh, for some of the entries so far:
canonical_smiles	Pol kappa inh
CCOC(=O)CSc1nnc(C)c(=O)[nH]1	1%
CC(=O)n1nc(-c2ccco2)nc1SCc1ccccc1	-21%
CCN(CC)S(=O)(=O)c1cccc(-c2nnc(SCC(=O)NCCC3=CCCCC3)n2N)c1	-8%

The list continues:
SMILES	POLH inh	Pol kappa inh	LDHA block	Pol beta inh	BLM inh	APE1 inh	Pol iota inh	Apoferritin bind	Glioma ERSR ind
CCOC(=O)CSC1=NC(=O)/C(=C/c2ccc(Br)cc2)S1	-6%	3%	-11	6%	-2%	-17%	-8%	-9%	-8%
CCN1/C(=C/c2ccc3cc(C)ccc3[n+]2CC)Sc2cc(C)c(C)cc21	?	-22%	-12	14µM*	4%	-5%	87%[activator]	-12%	-12%
O=C(OCC1OC(n2cc(Br)c(=O)[nH]c2=O)C(Br)C1O)c1ccccc1 (centres undefined)	-4%	-4%	2	5%	-3%	13%	-2%	-1%	-5%
Cc1ccc(OCC(=O)c2cc(C)n(-c3cc(C)on3)c2C)c([N+](=O)[O-])n1	-15%	-7%	14	·	·	15%	?	·	1%
O=C(CN1C(=O)S/C(=C\C=C\c2ccccc2)C1=O)Nc1cccc(O)c1	-18%	-8%	-8	-16%	-4%	-7%	3%	-15%	?
CCOC(=O)CSc1nnc2n(-c3ccccc3)c(=O)c3c4c(sc3n12)CC(C(C)(C)C)CC4 (centres undefined)	-22%	0%	5	-14%	-13%	·	-10%	?	-4%
N#CC(C#N)=C1C(=O)N(CCN2CCCCC2)c2ccccc21	-6%	-23%	10	9%	-11%	24%	?	-14%	-10%
Cc1cccn2c(CN[C@@H]3CCCC[C@H]3c3ccccc3)c(C(=O)N3CCOCC3)nc12	-6%	-6%	-6	-10%	-1%	-5%	18%	-5%	18%
COc1ccccc1-n1c(SCC(=O)Nc2ccc(Br)cc2)nc(O)cc1=O	-7%	-5%	-3	-1%	-4%	-2%	15%	-14%	-1%
COc1ccc(NC(=O)CSc2nc3ccccc3c(=O)n2CCCN2CCOCC2)c(OC)c1	-22%	-2%	-8	17%	-2%	2%	70%[activator]	-14%	-4%
CC1CN(C(=O)CCC(=O)N2CCN(c3ccccn3)CC2)c2ccccc2O1 (centres undefined)	-15%	-12%	-18	28%	-2%	0%	3%	-13%	-4%
Cc1cc(C)c(S(=O)(=O)NC2CC2)c(C)c1	-10%	-3%	0	-1%	-5%	19%	3%	-14%	-4%
CCOC(=O)N1CCN(C2CCCN(C(=O)c3cccc(N(C)C)c3)C2)CC1 (centres undefined)	-3%	-5%	1	-22%	-1%	8%	54%[activator]	-1%	-1%
CCOC(=O)Cc1c(C)nc2c(-c3ccc(OC)c(OC)c3)c(C)nn2c1C	11%	-9%	8	4%	3%	·	-8%	-13%	1%
O=C(c1ccc(COc2ccc(F)cc2)o1)n1cc(Br)cn1	79µM*	-34%	0	22µM*	-20%	?	?	-13%	1%
